CAL PDZ FP-1: inhibitors of human CAL PDZ peptide binding. Q9HD26. purified CAL PDZ, TMR-peptide fluorescence polarization, 1 h. inhibition, % at 20 µM. 330,000 compounds, 0.02% hits. AID 504414;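 active means highest replicate inhibition of at least 40%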;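 further: plate controls were DMSO neutral control wells for no effect and unlabeled competitor peptide control wells for full effect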
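System: tagged CAL PDZ domain. Schedule: 1 h room-temperature incubation prior to read. Signal: fluorescence polarization (mP). Measure: percent inhibition from loss of millipolarization.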
RTF Ca sens act: cardiac RTF calcium sensitization; P19429+P45379; IANBD-labeled TnC RTF fluorescence at EC20 calcium; 0% EC20 calcium, 100% full calcium; activation, % at 7.2 µM; 340,000 compounds, 0.24% hits; AID 493008;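 active means activation above the mean over all tested compounds plus 3 SD, cut at about 30% in these data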;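 further: rise in fluorescence read as greater calcium sensitivity of cardiac thin filaments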
Wnt bcat act: activates Wnt/beta-catenin signaling in a reporter cell assay; activator, plate reader; activation, % at 9.35 µM; 300,000 compounds, 1.2% hits; AID 743398; in the data active means activation above about 30%, passing the limit was not always enough;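 further: 0% = neutral control wells and 100% = positive control wells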
dFosB act: mouse delta FosB homodimer activation | P13346 | purified delta FosB, TAMRA-CDK5 oligo fluorescence polarization; percent of positive-control signal above neutral wells | activation, % at 25 µM | 340,000 compounds, 0.99% hits | AID 493131;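 active means mean activation above about 17%, with every replicate also reaching it, limit read from the data, passing the limit was not always enough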;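 further: fluorescence polarization rise as delta FosB binds a TAMRA Cdk5 AP-1 oligo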
Target sequence (P13346 whole entry, looked up): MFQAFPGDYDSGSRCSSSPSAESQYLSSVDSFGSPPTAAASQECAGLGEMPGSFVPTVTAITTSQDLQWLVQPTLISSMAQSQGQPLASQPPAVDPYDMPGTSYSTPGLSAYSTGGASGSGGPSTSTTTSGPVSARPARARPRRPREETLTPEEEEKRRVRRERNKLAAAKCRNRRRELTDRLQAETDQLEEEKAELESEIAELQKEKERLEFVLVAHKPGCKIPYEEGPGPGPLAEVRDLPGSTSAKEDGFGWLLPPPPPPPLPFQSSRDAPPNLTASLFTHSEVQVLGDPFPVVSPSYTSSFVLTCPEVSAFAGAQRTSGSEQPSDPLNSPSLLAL
MITF act: increases MITF-driven TRPM1 promoter luciferase signal; SK-MEL-5 TRPM1-promoter luciferase, 24 h; % of positive control, neutral wells = 0; activation, % at 12.5 µM; 300,000 compounds, 0.75% hits; AID 588334;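 active means mean activation of at least 80% with every replicate also reaching 80%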;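 further: 0% = neutral control wells and 100% = parthenolide positive control wells; values of inactives mirror those of a sister screen read the other way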
Tat transport: blocks Tat-dependent protein export in E. coli. 340,000 compounds, 0.036% hits. inhibition, % at 10 µM. E. coli MC4100 TorA-mCherry Tat export, fluorescence;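 active means mean replicate inhibition at least 50% and at least half of replicates individually reaching 50%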;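 further: exported cargo escapes ClpAP degradation while cytoplasmic cargo is degraded and loses fluorescence; 0% = median of neutral control wells and 100% = median of NaSCN control wells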
Rtt109 HAT inh: blocks Candida albicans Rtt109/Vps75 acetyltransferase activity | purified Rtt109/Vps75, ThioGlo CoA-SH fluorescence, 4 h | inhibition, % at 34.9 µM | 330,000 compounds, 0.16% hits;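 active means inhibition of at least 50% in every replicate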
CDK5 p35 inh: inhibitors of human CDK5/p35 kinase. Recombinant CDK5/p35, ADP-Glo luminescence, 60 min. inhibition, % at 10 µM. 330,000 compounds, 0.01% hits. AID 488839;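 active means highest replicate inhibition of at least 50% and at least 75% of replicates reaching 50%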;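 further: plate controls were DMSO neutral control for no effect and GW8510 at 10 µM for full effect; many of its hits are not listed in these tables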
Target sequence (Q00535 whole entry, looked up): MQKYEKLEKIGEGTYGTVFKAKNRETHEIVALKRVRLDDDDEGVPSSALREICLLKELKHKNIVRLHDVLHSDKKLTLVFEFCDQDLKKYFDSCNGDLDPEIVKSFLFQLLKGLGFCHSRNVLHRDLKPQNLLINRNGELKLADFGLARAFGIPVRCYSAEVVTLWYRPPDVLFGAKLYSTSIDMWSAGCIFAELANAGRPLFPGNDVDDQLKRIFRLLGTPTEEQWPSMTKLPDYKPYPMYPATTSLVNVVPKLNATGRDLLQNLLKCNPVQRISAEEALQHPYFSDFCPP
Target sequence (Q15078 whole entry, looked up): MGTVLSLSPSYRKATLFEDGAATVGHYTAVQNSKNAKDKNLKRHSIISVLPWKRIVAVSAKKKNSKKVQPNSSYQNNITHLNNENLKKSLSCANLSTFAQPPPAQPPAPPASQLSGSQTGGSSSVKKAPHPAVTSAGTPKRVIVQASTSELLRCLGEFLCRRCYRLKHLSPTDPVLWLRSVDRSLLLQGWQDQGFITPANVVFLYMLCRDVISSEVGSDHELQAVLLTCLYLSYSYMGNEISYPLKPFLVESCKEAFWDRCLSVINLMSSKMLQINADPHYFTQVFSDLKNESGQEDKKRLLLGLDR
V-ATPase pHluor: regulators of yeast V-ATPase proton transport; S. cerevisiae, pHLuorin cytosolic pH fluorescence; AID 504577; response, % at 10 µM; 350,000 compounds, 0.37% hits; in the data active means response mostly above about 7.3%, no sharp cut-off; inactive means mostly below about 5.4%; further: actives read high; inactives centre near 0; some compounds called inactive have numbers as strong as hits; reference of the scale not given here
CAL PDZ FP-2: CAL PDZ (human) peptide binding inhibition. Q9HD26. purified CAL PDZ, TMR-peptide fluorescence polarization, 1 h. inhibition, % at 24.9 µM. 300,000 compounds, 0.92% hits. AID 602252;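 active means mean inhibition of at least 30% with at least half of replicates also reaching 30%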;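 further: 0% = DMSO neutral control and 100% = excess unlabeled competitor peptide PRC23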
Starred values were filed as active, the others as inactive; . = no result given.

SMILES	CAL PDZ FP-1	RTF Ca sens act	Wnt bcat act	dFosB act	MITF act	Tat transport	Rtt109 HAT inh	CDK5 p35 inh	V-ATPase pHluor	CAL PDZ FP-2
O=C(c1ccco1)N1CCN(S(=O)(=O)/C=C/c2ccccc2)CC1	-2.4	0	5	-6	-2	-3	-1	0.0	-1	-5
O=C(COC(=O)CNS(=O)(=O)c1ccc(Br)cc1Cl)NCCc1ccccc1	-2.1	2	2	-14	-15	-9	1	1.9	-1	-1
CN(CC(=O)NCCc1ccccc1)S(=O)(=O)c1cccc2nsnc12	0.0	-1	-2	0	-8	-3	14	1.1	-3	-3
CC(C)C[C@H](NC(=O)c1nc[nH]c1C(=O)N1CCNCC1)C(=O)OC(C)(C)C	-0.4	7	-3	0	-1	-16	18	2.3	-12	-1
CSc1ncccc1C(=O)OCC(=O)Nc1cccc(S(=O)(=O)N2CCOCC2)c1	-1.7	5	-5	6	0	-7	6	-0.4	-1	-8
CCOC(=O)c1c(CN2CCN(Cc3ccccc3)CC2)n(C)c2cc(Br)c(OC)cc12	.	-1	-6	14	5	14	6	0.2	5	-5
Cc1cc(=O)oc2c(C)c(OC(C)C(=O)NCC(O)c3ccccc3)ccc12 (stereo unspecified)	-1.5	-6	1	-5	.	1	-4	-1.0	3	-4
CCOC(=O)N1CCN(S(=O)(=O)CCNC(=O)c2ccccc2)CC1	-1.5	-6	-2	-4	-11	2	-10	-1.7	-1	1
CN(C)/C=C/C(=O)c1cccc([N+](=O)[O-])c1	-0.8	.	0	5	1	-2	-13	-1.6	-1	7
CCC(=O)c1cc2c(C)cc(=O)oc2c(C)c1O	-1.3	6	.	-7	12	19	-4	-0.3	-3	-2
O=C(Nc1nc(-c2ccccc2)cs1)c1cccc([N+](=O)[O-])c1C(=O)O	-3.1	3	.	0	7	-1	3	-2.6	2	-3
O=C(O)CCCn1cc(NC(=O)c2c(F)cccc2F)cn1	0.0	0	3	0	3	-8	-11	-0.6	-1	-2
N=c1c2c(n(Cc3cccc(Cl)c3)c3c1CCC3)CCCC2	-1.3	-1	-5	-20	-50	7	-2	1.4	.	-4
Cc1ccc(/C=N/NC(=O)c2cccs2)o1	-0.5	-5	-3	2	9	-2	3	2.5	0	-5
CN1C(=O)C(C)(C)c2cc(S(=O)(=O)NCc3ccc(Cl)cc3)ccc21	-0.3	-2	-3	-5	-8	-1	-3	1.7	-4	1
CCOc1cc(N2CCOCC2)c(OCC)cc1NC(=O)CC12CC3CC(CC(C3)C1)C2	.	3	.	-16	-3	6	-16	0.9	1	1
CC1(C)c2ccccc2-c2nc3ccccc3cc2C1N1CCOCC1 (stereo unspecified)	-0.5	0	-6	-6	0	9	10	0.5	1	0
Cc1cccc(C)c1NC(=O)NC1(C(=O)NCC2CCCO2)CCCCC1 (stereo unspecified)	-0.7	-1	1	-3	7	10	-7	-0.7	-10	.
Cc1ccc(C)c(C(=O)C(C)OC(=O)c2cccn2C)c1 (stereo unspecified)	-0.1	1	.	-2	-9	6	5	-0.7	3	-3
Cc1ccc(C([O-])=C(C(=S)NCc2ccccc2)[n+]2cccc(CO)c2)cc1[N+](=O)[O-]	0.1	-2	-5	-9	-5	1	-3	-0.2	2	1
CCn1c2ccccc2c2cc(NC(=O)COC(=O)c3ccc(NC(=O)CC#N)cc3)ccc21	-2.9	-20	-7	13	0	-12	-2	0.0	3	1
COc1ccc(OC)c(CN2CCN(c3ccccc3OC)CC2)c1	-0.4	-1	-3	-5	.	-5	4	0.7	-1	6
O=c1[nH]c2cc3c(cc2cc1CN(Cc1ccc2c(c1)OCO2)Cc1nnnn1CC1CCCO1)OCO3 (stereo unspecified)	-0.5	2	.	-3	-8	-8	-24	0.7	14	2
CON/C=C(\C=Nc1ccc(Cl)cc1)c1ncc(C(F)(F)F)cc1Cl	-1.3	-2	.	-1	-15	-6	-13	0.9	0	.
Cc1c(NC(=O)COC(=O)c2c3c(nc4ccccc24)CCCC3)c(=O)n(-c2ccccc2)n1C	-2.1	5	0	-1	-1	-4	2	-0.7	4	0

4 compounds drawn at random from those above:
SMILES	CAL PDZ FP-1	RTF Ca sens act	Wnt bcat act	dFosB act	MITF act	Tat transport	Rtt109 HAT inh	CDK5 p35 inh	V-ATPase pHluor	CAL PDZ FP-2
CN(C)/C=C/C(=O)c1cccc([N+](=O)[O-])c1	-0.8	.	0	5	1	-2	-13	-1.6	-1	7
O=C(c1ccco1)N1CCN(S(=O)(=O)/C=C/c2ccccc2)CC1	-2.4	0	5	-6	-2	-3	-1	0.0	-1	-5
O=C(O)CCCn1cc(NC(=O)c2c(F)cccc2F)cn1	0.0	0	3	0	3	-8	-11	-0.6	-1	-2
Cc1ccc(C([O-])=C(C(=S)NCc2ccccc2)[n+]2cccc(CO)c2)cc1[N+](=O)[O-]	0.1	-2	-5	-9	-5	1	-3	-0.2	2	1

Other compounds follow.
SMILES	CAL PDZ FP-1	RTF Ca sens act	Wnt bcat act	dFosB act	MITF act	Tat transport	Rtt109 HAT inh	CDK5 p35 inh	V-ATPase pHluor	CAL PDZ FP-2
Cc1ccc(C)c(NC(=O)CSc2nnc(Cc3cccn3C)n2-c2ccc(F)cc2)c1	-0.5	-1	-1	3	1	4	-6	1.3	-3	-3
O=C1OC(N2CCN(C/C=C/c3ccccc3)CC2)c2ccccc21 (stereo unspecified)	-0.5	-2	4	-6	-6	3	-3	-0.5	0	-1
O=c1[nH]c(CN2CCN(Cc3ccccc3)CC2)nc2scc(-c3ccccc3)c12	0.2	4	-1	7	21	1	3	2.0	-2	-3
Cc1ccc(C(=O)N2C(=O)c3cccc(N)c3C2=O)o1	-1.3	8	10	-5	-2	-9	-27	1.0	4	1
CCOC(=O)CN(C(=O)CSc1nnc(CNc2ccc(F)cc2)n1C)c1ccccc1	.	0	-1	-1	-4	8	5	-1.0	-7	0
O=C(c1ccc(Br)cc1)N1CCC(C(=O)N2CCN(c3ccccc3)CC2)CC1	-1.3	-1	-1	-6	-4	15	4	-1.0	0	3
Fc1ccc(-c2ccnc3nc(-n4cccc4)nn23)cc1	-0.4	2	2	8	11	-3	10	0.5	-1	.
Cc1ccccc1C(=O)N1CCC(C(=O)NC2CCCCCC2)CC1	-1.8	-6	-11	-3	0	0	-1	2.0	2	-1
CN(C)c1ncc([N+](=O)[O-])cc1C(F)(F)F	-0.5	4	7	-6	-7	-1	7	1.9	-11	-4
COc1cccc(C(=O)Nc2ccc(NC(=O)C3CCCCC3)nc2)c1	-2.2	1	0	-5	9	6	-12	0.1	5	4
CCn1nnnc1SCC(=O)Nc1nnc(C(C)C)s1	-0.2	3	10	-5	-5	5	-43	0.2	-1	0
O=C(CCCNS(=O)(=O)c1cccs1)N1CCN(c2cccc(Cl)c2)CC1	-0.3	-4	.	-10	-12	-1	-8	0.4	0	-1
Cc1ccc(S(=O)(=O)NCc2ccc3c(c2)cc(C)n3C)cc1	-0.6	3	-5	-7	3	-1	-1	0.0	-4	.
CC(C)N(Cc1ccccc1)C(=O)CN1C(=O)NC2(CCCc3ccccc32)C1=O (stereo unspecified)	-2.0	-5	1	-14	-11	3	15	-0.8	-4	-1
C#CC[N+](C)(C)CCCCCCCC	-1.3	-9	1	3	11	1	-22	0.9	-2	2
COC(=O)C1N2C(=O)[C@@H](NC(=O)COc3ccccc3)[C@H]2SC1(C)C (stereo partly specified)	-0.3	-6	4	9	7	-10	-1	1.9	2	-1
FC(F)(F)c1cc(-c2cccs2)nc2cc(-c3cccs3)nn12	0.2	.	23	-7	.	-5	-15	-2.5	-4	-2
CCc1cccc(CC)c1NC(=O)COc1ccccc1C(=O)c1cc(C#N)c(=O)n(C2CCCCC2)c1	-0.2	8	-3	-3	-8	14	5	-1.8	2	-2
COc1cc(Cl)cc(C(c2c(C(=O)O)[nH]c3ccccc23)c2c(C(=O)O)[nH]c3ccccc23)c1O	0.0	-6	-2	-6	-16	6	1	-3.4	-1	-2
CCOC(=O)/C(=C\c1ccc([N+](=O)[O-])cc1)C(=O)c1cc(C(C)=O)c(Nc2ccccc2)s1	-0.5	1	.	-9	-100	1	-1	-0.5	0	-2
CC(C)(C)C(=O)N1CCN(c2ccnc3cc(Cl)ccc23)CC1	-0.1	-2	-3	-6	.	0	-8	0.7	0	3
CC(=O)c1ccc(NC(=O)C2CCN(S(=O)(=O)c3cccc4cccnc34)CC2)cc1	0.2	-1	-3	-9	3	3	-6	-4.3	2	-5
CCn1c2ccccc2c2cc(/C=C(/C#N)C(N)=S)ccc21	-0.1	-3	-3	-14	3	0	10	0.3	3	-2
O=C(NN=Cc1c(F)c(F)c(F)c(F)c1F)c1ccc(NS(=O)(=O)c2cccs2)cc1	-1.8	4	17	3	6	-9	-7	-1.7	-1	-4
NC(=O)c1ccsc1NC(=O)COC(=O)/C=C/c1ccccc1	-5.5	1	0	-10	18	-9	-3	0.6	0	-7
SMILES	CAL PDZ FP-1	RTF Ca sens act	Wnt bcat act	dFosB act	MITF act	Tat transport	Rtt109 HAT inh	CDK5 p35 inh	V-ATPase pHluor	CAL PDZ FP-2
Cc1ccc(C)c(S(=O)(=O)NC2CCS(=O)(=O)C2)c1 (stereo unspecified)	-2.5	2	-2	-4	-3	3	-2	-0.1	0	-4
COc1cc(CCC(=O)OCn2nnc3ccccc3c2=O)cc(OC)c1OC	-0.5	-1	2	7	5	-6	-4	-0.3	1	-2
COc1cccc(-n2c(=O)c3sccc3n(CC(=O)NC3CCCC3)c2=O)c1	-2.1	-4	-3	2	-3	7	6	0.2	-2	3
COc1ccc(-c2[nH]ncc2CN(Cc2nccn2C)C(C)C)c(F)c1	-1.9	-6	-4	-10	4	-8	.	-0.8	5	-3
COc1cccc(/C=C2\SC(=S)N(CCCC(=O)Nc3ccc(C(=O)O)cc3)C2=O)c1	-2.1	-5	3	-4	6	1	-2	-0.9	-4	-5
CCN1CCN(C(=O)c2ccc(OC)c(S(=O)(=O)Nc3ccc(C)cc3)c2)CC1	1.5	12	0	1	4	4	2	-0.9	2	-5
CC(NC(=O)/C=C/c1ccc(Br)cc1)c1ccccc1 (stereo unspecified)	-0.3	6	.	0	-7	6	1	1.2	0	9
CC(NC(=S)Nc1cccc(C(F)(F)F)c1)C(C)(C)C (stereo unspecified)	-0.5	-2	-1	8	11	4	4	0.4	-2	-2
CCC1(c2ccccc2)NC(=O)N(CC(=O)N(CC(=O)Nc2ccccc2C(F)(F)F)Cc2ccco2)C1=O (stereo unspecified)	-0.2	0	-3	-17	-11	-4	3	3.6	0	-3
COC(=O)c1cccc(NCN2C(=O)c3ccccc3C2=O)c1	-1.6	2	-2	2	.	-7	2	-0.1	1	1
CCc1ccc(NC(=O)C(C)n2nc(C)c([N+](=O)[O-])c2C)cc1 (stereo unspecified)	-1.5	10	-1	-6	-5	7	4	-1.2	2	2
CC1CCc2c(sc3ncnc(SCC(=O)c4ccccc4)c23)C1 (stereo unspecified)	1.2	-4	0	-8	37	-8	4	-0.2	0	-4
CSc1nncc(/C(C)=N\Nc2cccc(C)c2)n1	-0.7	-4	0	2	5	-2	7	1.7	-2	-1
COc1ccc(OC)c2c(C)cc(NCCN3CCOCC3)nc12	-1.8	-1	1	9	-8	6	.	0.1	-2	-2
CCCN1CCN(c2ccc(S(N)(=O)=O)cc2[N+](=O)[O-])CC1	-1.7	-2	-2	-9	1	4	-4	-0.4	8	0
COc1cccc(NC(=O)COC(=O)c2ccccc2F)c1	-0.6	-6	15	-4	3	-8	9	-0.1	1	.

Source: PubChem BioAssay (several laboratories)
